Screens: PubChem, several laboratories
Tat export inh: E. coli Tat export inhibitors, primary screen, MC4100, TorA-mCherry reporter, fluorescence, single point; inhibition, % at 10 µM; 340,000 tested, 0.036% active;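 active = mean replicate inhibition at least 50% and at least half of replicates individually reaching 50%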;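 note: exported cargo escapes ClpAP degradation while cytoplasmic cargo is degraded and loses fluorescence; 0% = median of neutral control wells and 100% = median of NaSCN control wells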
CAL PDZ FP-1: untagged CAL PDZ binding inhibitors, primary screen, biochemical, fluorescence polarization, HTS. AID 602252, 2012. inhibition, % at 24.9 µM. Golgi-associated PDZ and coiled-coil motif-containing protein (Homo sapiens), Q9HD26. 300,000 tested, 0.92% active. purified CAL PDZ, TMR-peptide fluorescence polarization, 1 h;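 active = mean inhibition of at least 30% with at least half of replicates also reaching 30%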;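 note: 0% = DMSO neutral control and 100% = excess unlabeled competitor peptide PRC23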
CAL PDZ FP-2: CAL PDZ peptide-binding inhibitors, primary screen, biochemical, fluorescence polarization, Cer-tagged CAL PDZ, HTS; Golgi-associated PDZ and coiled-coil motif-containing protein (Homo sapiens), Q9HD26; purified CAL PDZ, TMR-peptide fluorescence polarization, 1 h; inhibition, % at 20 µM; 330,000 tested, 0.02% active; AID 504414, 2011;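 active = highest replicate inhibition of at least 40%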;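 note: plate controls were DMSO neutral control wells for no effect and unlabeled competitor peptide control wells for full effect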
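System: purified tagged CAL PDZ domain construct (CerCALP). Schedule: 1 h incubation at room temperature before polarization reading. Medium: 25 mM sodium phosphate pH 7.4, 150 mM NaCl, TCEP, IgG, Thesit. Read-out: percent inhibition from loss of millipolarization. Measured by: FP readout, S and P plane fluorescence. Probe or stimulus: fluorescent TMR peptide probe.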
AddAB inh: growth inhibition of E. coli expressing H. pylori AddAB, primary screen, AddAB inhibitor project, absorbance | inhibition, % at 11.9 µM | 330,000 tested, 0.29% active | AID 435030, 2010; in the data active = inhibition above about 12%;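 note: 0% = vehicle wells of infected cells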
Wnt bcat act: Wnt/beta-catenin pathway activators, primary screen, cell-based, plate reader, single point; Wnt/beta-catenin reporter cell assay, activator; activation, % at 9.35 µM; 300,000 tested, 1.2% active; in the data active = activation above about 30%, passing the limit was not always enough;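 note: 0% = neutral control wells and 100% = positive control wells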
SR-BI DiI inh: inhibitors of SR-BI mediated HDL lipid uptake, primary screen, ldlA[mSR-BI] cells, fluorescence, single point | 320,000 tested, 0.96% active | ldlA[mSR-BI] CHO cells, DiI-HDL uptake fluorescence, 3 h | Scavenger receptor class B member 1 (Mus musculus), Q61009 | inhibition, % at 12.5 µM;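 active = mean replicate inhibition of at least 70% and a set share of replicates each scoring 70 or more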;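 note: 0% = median of neutral control wells and 100% = median of positive control wells; values of inactives mirror those of a sister screen read the other way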
Target sequence (Q61009 whole entry, looked up): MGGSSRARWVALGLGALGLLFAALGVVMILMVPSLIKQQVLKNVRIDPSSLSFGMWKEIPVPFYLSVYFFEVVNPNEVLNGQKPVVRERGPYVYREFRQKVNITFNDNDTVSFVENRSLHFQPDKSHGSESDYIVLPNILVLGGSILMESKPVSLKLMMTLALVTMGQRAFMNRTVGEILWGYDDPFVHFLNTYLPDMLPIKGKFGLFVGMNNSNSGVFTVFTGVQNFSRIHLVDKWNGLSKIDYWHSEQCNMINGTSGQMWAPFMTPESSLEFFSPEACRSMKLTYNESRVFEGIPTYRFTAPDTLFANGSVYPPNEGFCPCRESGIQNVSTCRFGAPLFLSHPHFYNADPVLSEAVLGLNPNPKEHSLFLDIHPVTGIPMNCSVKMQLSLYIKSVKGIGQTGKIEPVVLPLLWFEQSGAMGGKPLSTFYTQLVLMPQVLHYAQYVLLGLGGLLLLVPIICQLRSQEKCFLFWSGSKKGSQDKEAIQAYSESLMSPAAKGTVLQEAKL
MITF act: activators of MITF-driven TRPM1 promoter reporter, primary screen, cell-based, SK-MEL-5, luciferase, single point | SK-MEL-5 TRPM1-promoter luciferase, 24 h; % of positive control, neutral wells = 0 | activation, % at 12.5 µM | 300,000 tested, 0.75% active;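 active = mean activation of at least 80% with every replicate also reaching 80%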;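 note: 0% = neutral control wells and 100% = parthenolide positive control wells; values of inactives mirror those of a sister screen read the other way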
Ecoli viability: E. coli V3065 growth inhibition, primary screen, counter-screen for AddAB inhibitor project, absorbance, OD600. 18 h. inhibition, % at 11.9 µM. 330,000 tested, 0.27% active. AID 449728, 2010;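 active = inhibition above the campaign's mean inhibition across all tested compounds plus 3 SD, cut at about 9.9% in these data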;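 note: uninfected addAB+ strain grown without phage in ampicillin broth; 0% = DMSO wells and 100% = ciprofloxacin 0.95 µg/ml wells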
SR-BI DiI-HDL act: activators of SR-BI mediated DiI-HDL uptake, primary screen, ldlA[mSR-BI] CHO cells, DiI fluorescence | 3 h; 100 = double the neutral-control signal | activation, % at 12.5 µM | 320,000 tested, 0.096% active | AID 504775, 2011;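 active = mean replicate activation of at least 60% and every replicate at or above 60%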;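 note: 0% = median plate neutral-control signal and 100% = twice that signal; values of inactives mirror those of a sister screen read the other way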
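System: CHO ldlA[mSR-BI] cells / Medium: HEPES-buffered (25 mM, pH 7.4) F12 plus 0.5% BSA / Probe or stimulus: labelled HDL, 10 µg/mL / Doses: single compound concentration, delivered by pin transfer / Schedule: 3 h, 37 °C / Measured by: DiI fluorescence, bottom read / Measure: cell-associated DiI fluorescence as measure of HDL uptake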
phage Ecoli inh: growth loss of phage-infected E. coli, primary screen, RecBCD inhibitor project, absorbance, with phage, HTS; inhibition, % at 11.9 µM; 360,000 tested, 0.26% active; AID 651602, 2012; in the data active = inhibition above about 11%
The depositor's hits bear a star.

For Cn1nc(C(=O)NCc2cccnc2)c2ccccc2c1=O the results were Tat export inh 2, CAL PDZ FP-1 5, CAL PDZ FP-2 0.0, AddAB inh 1.9, Wnt bcat act -2, SR-BI DiI inh -21, Ecoli viability 2.7, SR-BI DiI-HDL act 21 and phage Ecoli inh 3.1.
O=C(Nc1ccccc1)C1C2/C=C\CCCCC21 (centres undefined) was read as Tat export inh 4, CAL PDZ FP-1 -23, CAL PDZ FP-2 -3.0, AddAB inh -0.2, Wnt bcat act -5, SR-BI DiI inh -1, MITF act 39, Ecoli viability -0.7, SR-BI DiI-HDL act 1 and phage Ecoli inh 5.5.
For COc1ccccc1-n1nnnc1SCC(=O)NCC1(N2CCOCC2)CCCCC1 the results were Tat export inh -4, CAL PDZ FP-1 -2, CAL PDZ FP-2 0.7, AddAB inh 6.2, Wnt bcat act 0, SR-BI DiI inh -4, MITF act 5, Ecoli viability 0.9, SR-BI DiI-HDL act 4 and phage Ecoli inh 3.1.
For CC1CCCCN1C(=O)COC(=O)c1ccc(=O)n(Cc2ccccc2)n1 (centres undefined) the results were Tat export inh -6, CAL PDZ FP-1 0, CAL PDZ FP-2 -2.6, AddAB inh -0.3, Wnt bcat act 1, SR-BI DiI inh -13, MITF act 3, Ecoli viability 2.4, SR-BI DiI-HDL act 13 and phage Ecoli inh 0.7.
`NC(=O)C1CCN(C(=O)CCC(=O)c2cccs2)CC1` gave Tat export inh -6, CAL PDZ FP-1 -2, CAL PDZ FP-2 -0.1, AddAB inh -1.8, Wnt bcat act 0, SR-BI DiI inh -36, MITF act 1, Ecoli viability -2.7, SR-BI DiI-HDL act 36 and phage Ecoli inh 1.2.
Screening CN(C)c1nc(C=C(C#N)C#N)c(Cl)n1-c1ccc(F)cc1 returned Tat export inh 8, CAL PDZ FP-1 0, CAL PDZ FP-2 0.5, Wnt bcat act -1, SR-BI DiI inh 17, MITF act -100, SR-BI DiI-HDL act -17 and phage Ecoli inh 2.1.
For Cc1cccc(Oc2ccccc2NS(=O)(=O)c2ccc(CCC(=O)O)cc2)c1 the results were Tat export inh 0, CAL PDZ FP-1 -7, CAL PDZ FP-2 -1.2, AddAB inh 0.6, Wnt bcat act -2, SR-BI DiI inh -7, MITF act 5, Ecoli viability -0.2, SR-BI DiI-HDL act 7 and phage Ecoli inh 4.5.
`O=C1CC(N2CCN(c3ccc(Cl)c(Cl)c3)CC2)C(=O)N1` (centres undefined) gave Tat export inh -1, CAL PDZ FP-1 -3, CAL PDZ FP-2 -0.2, AddAB inh 1.5, SR-BI DiI inh -21, MITF act 1, Ecoli viability 0.2, SR-BI DiI-HDL act 21 and phage Ecoli inh 0.9.
S=C(NCCCN1CCOCC1)Nc1cccc(-c2nnc3n2CCCCC3)c1 was read as Tat export inh -7, CAL PDZ FP-1 -5, CAL PDZ FP-2 0.1, AddAB inh 0.2, Wnt bcat act -1, SR-BI DiI inh 3, MITF act -3, Ecoli viability -0.5, SR-BI DiI-HDL act -3 and phage Ecoli inh 4.6.
Screening CS(=O)(=O)N(CC(=O)O)Cc1cccc(CN(CC(=O)O)S(C)(=O)=O)c1 returned Tat export inh 13, CAL PDZ FP-1 -3, CAL PDZ FP-2 -0.2, AddAB inh 3.7, Wnt bcat act -2, SR-BI DiI inh -15, MITF act 3, Ecoli viability 2.9, SR-BI DiI-HDL act 15 and phage Ecoli inh 1.1.
Screening COc1ccc(OC)c(NC(=O)Cc2coc3cc(C)cc(C)c23)c1 returned Tat export inh -2, CAL PDZ FP-1 -1, CAL PDZ FP-2 -0.6, AddAB inh 3.6, Wnt bcat act -1, SR-BI DiI inh -11, MITF act 0, Ecoli viability -1.8, SR-BI DiI-HDL act 11 and phage Ecoli inh 3.0.
Screening O=C1CCc2cc(S(=O)(=O)N3CCN(c4cccc(C(F)(F)F)c4)CC3)ccc2N1 returned Tat export inh 1, CAL PDZ FP-1 5, CAL PDZ FP-2 -0.8, AddAB inh -0.9, Wnt bcat act -2, SR-BI DiI inh 5, MITF act -10, Ecoli viability 2.7 and SR-BI DiI-HDL act -5.
`Cc1[nH]c2ccccc2c1C(=O)COC(=O)CCS(=O)(=O)c1ccccc1Cl` gave Tat export inh -5, CAL PDZ FP-1 -3, CAL PDZ FP-2 -1.9, AddAB inh 2.5, Wnt bcat act 24, SR-BI DiI inh -32, MITF act -7, Ecoli viability 3.1, SR-BI DiI-HDL act 32 and phage Ecoli inh -0.2.
`Brc1ccccc1-c1nnc(COc2ncnc3c2cnn3-c2ccccc2)o1` gave Tat export inh -3, CAL PDZ FP-1 -6, CAL PDZ FP-2 -0.7, AddAB inh 4.7, SR-BI DiI inh -19, MITF act -8, Ecoli viability 0.6 and SR-BI DiI-HDL act 19.
`O=C(/C=C/c1ccc2c(c1)OCO2)Nc1cccnc1` gave Tat export inh 8, CAL PDZ FP-2 -3.5, AddAB inh 0.5, Wnt bcat act 11, SR-BI DiI inh 1, MITF act 72, Ecoli viability 0.1, SR-BI DiI-HDL act -1 and phage Ecoli inh 3.5.
`CN(C)CCNc1ccc2ncn3c4ccc(O)cc4c(=O)c1c23` gave Tat export inh -3, CAL PDZ FP-1 -2, CAL PDZ FP-2 0.8, Wnt bcat act 3, SR-BI DiI inh -1, MITF act -82, SR-BI DiI-HDL act 1 and phage Ecoli inh 1.6.
CCOC(=O)COC(=O)c1ccc(Oc2cc(C)nc(SC)n2)cc1 was read as Tat export inh 0, CAL PDZ FP-1 -3, CAL PDZ FP-2 -1.0, AddAB inh 4.3, Wnt bcat act 1, SR-BI DiI inh -21, MITF act 1, Ecoli viability -1.3, SR-BI DiI-HDL act 21 and phage Ecoli inh 0.9.
COC(=O)CCCC1=CC2=CC(=O)C(C)(OC(=O)c3cccs3)C(=O)C2=CN1CCN1CCOCC1 (centres undefined) was read as Tat export inh -6, CAL PDZ FP-1 -3, CAL PDZ FP-2 -0.8, AddAB inh 1.6, Wnt bcat act -1, SR-BI DiI inh -29, MITF act -5, Ecoli viability -1.8, SR-BI DiI-HDL act 29 and phage Ecoli inh 1.8.
`O=C(c1ccco1)N1CCN(C(=O)C2CC(c3ccc(Cl)c(Cl)c3)=NO2)CC1` (centres undefined) gave Tat export inh -2, CAL PDZ FP-1 -4, CAL PDZ FP-2 -1.2, AddAB inh 2.1, SR-BI DiI inh -9, MITF act 8, Ecoli viability -0.1, SR-BI DiI-HDL act 9 and phage Ecoli inh -0.3.
For COC(=O)c1ccc(OC)c(CSc2nnc(COc3cccc(C)c3)o2)c1 the results were Tat export inh 15, CAL PDZ FP-1 -2, CAL PDZ FP-2 -2.8, AddAB inh 0.9, SR-BI DiI inh 25, Ecoli viability -1.7, SR-BI DiI-HDL act -25 and phage Ecoli inh 1.6.
Screening COCCOC(=O)c1c(NC(=O)CNc2ccc(C)c(F)c2)sc(C(N)=O)c1C returned Tat export inh 1, CAL PDZ FP-1 -1, CAL PDZ FP-2 -0.2, AddAB inh 2.0, Wnt bcat act 1, MITF act -5, Ecoli viability 0.2 and phage Ecoli inh 3.9.
`COc1ccc(/C=C/C(=O)N(CC(C)C)CC(C)C)cc1Br` gave Tat export inh -3, CAL PDZ FP-2 -2.8, AddAB inh 0.2, SR-BI DiI inh 39, MITF act -13, Ecoli viability -1.4, SR-BI DiI-HDL act -39 and phage Ecoli inh -1.3.
`Cc1ccnc(NC(=O)CCNC(=O)c2ccccc2Cl)c1` gave Tat export inh 1, CAL PDZ FP-1 3, CAL PDZ FP-2 -0.2, AddAB inh -0.5, Wnt bcat act 3, SR-BI DiI inh -16, MITF act 20, Ecoli viability 0.7, SR-BI DiI-HDL act 16 and phage Ecoli inh -2.0.
Cc1cc(C)c(NC(=O)CCCOC(=O)C2=COCCO2)c(C)c1 was read as Tat export inh 8, CAL PDZ FP-1 -4, CAL PDZ FP-2 -0.9, AddAB inh 1.0, SR-BI DiI inh 12, MITF act -7, Ecoli viability 1.4, SR-BI DiI-HDL act -12 and phage Ecoli inh 1.0.
For Cc1ccc(C(=O)Nc2nc3ccccc3s2)s1 the results were Tat export inh 1, CAL PDZ FP-2 -3.7, AddAB inh 0.8, SR-BI DiI inh 32, MITF act 52, Ecoli viability 2.5, SR-BI DiI-HDL act -32 and phage Ecoli inh 2.0.
Screening CCOC(=O)c1sc(Nc2ccc(F)cc2)nc1C returned Tat export inh -4, CAL PDZ FP-1 -3, CAL PDZ FP-2 -1.3, AddAB inh 3.7, Wnt bcat act -5, SR-BI DiI inh 6, MITF act 25, Ecoli viability 2.7, SR-BI DiI-HDL act -6 and phage Ecoli inh 3.7.
Screening Cc1cccc(C(=O)Oc2ccc(/C=N/NC(=O)Cc3ccc([N+](=O)[O-])cc3)cc2)c1 returned Tat export inh -4, CAL PDZ FP-1 1, CAL PDZ FP-2 -0.2, AddAB inh 0.1, Wnt bcat act 2, SR-BI DiI inh 22, MITF act 3, Ecoli viability -0.2, SR-BI DiI-HDL act -22 and phage Ecoli inh 4.3.
`COc1cc([C@@H]2CC=C(C(=O)O)[C@H](c3ccc(C)cc3)N2S(=O)(=O)c2ccc(C)cc2)cc(OC)c1OC` gave Tat export inh 0, CAL PDZ FP-1 -1, CAL PDZ FP-2 -1.4, AddAB inh 2.2, Wnt bcat act -2, SR-BI DiI inh -7, MITF act 2, Ecoli viability 2.1, SR-BI DiI-HDL act 7 and phage Ecoli inh 0.2.
Screening Cc1ccc(-c2nnn(C/C(N)=N/O)n2)cc1 returned Tat export inh -7, CAL PDZ FP-1 5, CAL PDZ FP-2 -0.2, AddAB inh 2.7, Wnt bcat act 7, SR-BI DiI inh -7, MITF act 2, Ecoli viability 3.1, SR-BI DiI-HDL act 7 and phage Ecoli inh 4.5.
`COc1ccc(C(=O)COC(=O)CNC(=O)C2CCCCC2)c(OC)c1` gave Tat export inh -6, CAL PDZ FP-1 7, CAL PDZ FP-2 -0.5, AddAB inh 3.0, SR-BI DiI inh 30, MITF act 7, Ecoli viability -0.6, SR-BI DiI-HDL act -30 and phage Ecoli inh 0.7.
Screening COC(=O)C1=C(N)Oc2cc(C)n(Cc3ccncc3)c(=O)c2C1c1cccnc1 (centres undefined) returned Tat export inh -5, CAL PDZ FP-1 -2, CAL PDZ FP-2 -0.5, AddAB inh -1.8, SR-BI DiI inh -3, MITF act 0, Ecoli viability 1.6, SR-BI DiI-HDL act 3 and phage Ecoli inh 0.0.
